High-throughput results from PubChem.
DAGLB inhibitor = diacylglycerol lipase beta (human) inhibition; HEK293T DAGLB membrane lysate, EnzChek fluorogenic substrate; inhibition, % at 5.17 µM; 0.059% of 340,000 active; AID 504411; Q8NCG7; in the data active = inhibition above about 34%;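 note: 0% = enzyme with vehicle and 100% = wells lacking enzyme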
AddAB inh = less growth of phage-infected E. coli with AddAB. E. coli expressing H. pylori AddAB, absorbance growth. inhibition, % at 11.9 µM. 0.29% of 330,000 active; in the data active = inhibition above about 12%;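 note: 0% = vehicle wells of infected cells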
HTR5A ag = activates human HTR5A in OPRM1-OPRD1 agonist counter-screen. P47898. HTR5A agonist assay, luminescence, cell-based. activation, % at 9.3 µM. 0.61% of 340,000 active. AID 504692; in the data active = activation mostly above about 9.5%, no sharp cut-off; inactive = mostly below about 7.6%;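 note: 0% = cells with vehicle only and 100% = reference agonist; strong numbers were not always called active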
Target sequence (P47898 whole entry, looked up): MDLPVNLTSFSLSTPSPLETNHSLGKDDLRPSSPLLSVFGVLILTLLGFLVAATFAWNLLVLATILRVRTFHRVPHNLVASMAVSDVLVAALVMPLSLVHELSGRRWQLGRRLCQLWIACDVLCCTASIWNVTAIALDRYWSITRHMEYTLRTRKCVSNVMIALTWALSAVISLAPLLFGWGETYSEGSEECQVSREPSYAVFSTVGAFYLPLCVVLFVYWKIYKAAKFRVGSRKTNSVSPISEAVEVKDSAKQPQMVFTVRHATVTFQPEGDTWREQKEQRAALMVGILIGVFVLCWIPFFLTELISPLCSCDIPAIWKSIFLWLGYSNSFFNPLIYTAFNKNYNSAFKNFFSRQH
PKA-R2B act = activators of human PKA-R2B complex. PKA-R2B holoenzyme dissociation, Cy5-IP20 fluorescence polarization; R2B truncated from residue 108, S112A mutant; 0% DMSO only, 100% 113 µM cGMP. 0.079% of 340,000 active. P22694+P31323. activation, % at 11.4 µM. AID 504700;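 active = activation above a cutoff set at the mean over all compounds plus 3 SD, cut at about 18% in these data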;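 note: higher means more holoenzyme dissociation and a rise in polarization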
PKA-R1A activ = activators of PKA-R1A complex; P00514+P68181; PKA-R1A dissociation, Cy5-IP20 fluorescence polarization; scaled: DMSO 0%, 113 µM cGMP 100%; activation, % at 11.4 µM; 0.083% of 340,000 active; AID 504707;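 active = percent activation above the mean of all tested compounds plus 3 SD, cut at about 19% in these data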;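 note: higher means more PKAc released from R1A so a rise in polarization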
Ecoli viability = reduces bacterial viability in AddAB counter-screen; E. coli V3065 growth, OD600 absorbance, 18 h; inhibition, % at 11.9 µM; 0.27% of 330,000 active; AID 449728;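 active = inhibition above the campaign's mean inhibition across all tested compounds plus 3 SD, cut at about 9.9% in these data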;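 note: uninfected addAB+ strain grown without phage in ampicillin broth; 0% = DMSO wells and 100% = ciprofloxacin 0.95 µg/ml wells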
Mot1-301 SUMO = blocks SUMOylation pathway, rescuing yeast Mot1-301 growth; S. cerevisiae Mot1-301 growth rescue, ATP luminescence, 38.5C; percent above DMSO median, 100 means doubled; growth rescue, % at 18.8 µM; 1% of 320,000 active;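 active = every valid replicate shows activation above 250% relative to neutral control wells; inactive = the rest, any valid replicate at or below 250%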;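 note: OY570 slx delta 5 strain wells were the positive control but not used for scaling; some compounds called inactive have numbers as strong as hits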
HTR5A inv ag = HTR5A inverse agonism, opioid heterodimer counter-screen | HTR5A cell line, luminescence | 0.083% of 340,000 active | inhibition, % at 9.3 µM | P47898; in the data active = inhibition mostly above about 23%, no sharp cut-off; inactive = mostly below about 18%;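 note: 0% = cells with DMSO and 100% = no-cell wells with DMSO; some compounds called inactive have numbers as strong as hits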
phage Ecoli inh = E. coli growth loss with phage present; growth absorbance; inhibition, % at 11.9 µM; 0.26% of 360,000 active; in the data active = inhibition above about 11%
CDK5 p35 inh = inhibitors of human CDK5/p35 kinase; inhibition, % at 10 µM; Recombinant CDK5/p35, ADP-Glo luminescence, 60 min; 0.01% of 330,000 active; Q00535+Q15078;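 active = highest replicate inhibition of at least 50% and at least 75% of replicates reaching 50%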;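 note: plate controls were DMSO neutral control for no effect and GW8510 at 10 µM for full effect; many of its hits are not listed in these tables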
Target sequence (Q00535 whole entry, looked up): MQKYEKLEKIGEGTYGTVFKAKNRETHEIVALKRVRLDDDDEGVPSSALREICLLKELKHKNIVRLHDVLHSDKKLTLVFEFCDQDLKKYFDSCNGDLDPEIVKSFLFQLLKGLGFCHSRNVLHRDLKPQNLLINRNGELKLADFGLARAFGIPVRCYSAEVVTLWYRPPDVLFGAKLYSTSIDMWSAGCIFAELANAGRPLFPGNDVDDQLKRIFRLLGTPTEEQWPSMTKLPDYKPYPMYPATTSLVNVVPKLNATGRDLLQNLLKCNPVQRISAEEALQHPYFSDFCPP
Target sequence (Q15078 whole entry, looked up): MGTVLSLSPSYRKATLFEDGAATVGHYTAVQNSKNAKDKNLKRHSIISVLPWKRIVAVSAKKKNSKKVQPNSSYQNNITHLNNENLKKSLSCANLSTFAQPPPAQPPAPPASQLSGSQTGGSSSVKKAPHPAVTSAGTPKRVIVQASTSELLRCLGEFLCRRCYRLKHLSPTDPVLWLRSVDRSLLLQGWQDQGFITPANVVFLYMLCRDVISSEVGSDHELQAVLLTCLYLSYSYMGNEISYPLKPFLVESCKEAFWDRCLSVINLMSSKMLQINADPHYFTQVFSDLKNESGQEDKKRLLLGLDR
Tat export inh = E. coli Tat transport inhibition | E. coli MC4100 TorA-mCherry Tat export, fluorescence | inhibition, % at 10 µM | 0.036% of 340,000 active;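 active = mean replicate inhibition at least 50% and at least half of replicates individually reaching 50%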;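 note: exported cargo escapes ClpAP degradation while cytoplasmic cargo is degraded and loses fluorescence; 0% = median of neutral control wells and 100% = median of NaSCN control wells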
* = called active by the depositor; x = no result given.

SMILES	DAGLB inhibitor	AddAB inh	HTR5A ag	PKA-R2B act	PKA-R1A activ	Ecoli viability	Mot1-301 SUMO	HTR5A inv ag	phage Ecoli inh	CDK5 p35 inh	Tat export inh
N#CC1=C(S)N(c2ccccc2)C(c2ccc(-c3ccc(Cl)c(Cl)c3)o2)NC1=O (stereo not drawn)	2	1.4	0	-1	0	0.8	25	6	5.6	0.6	3
CC(C)(C)CN1CCNC(=O)C1CC(=O)NCCc1cnn(-c2ccccc2)c1 (stereo not drawn)	-1	3.1	2	2	2	-1.5	9	-6	3.6	-1.0	-5
Cc1noc(C)c1COC(=O)CNC(=O)c1cccc(F)c1	-1	0.8	-1	-2	0	0.5	179	13	2.1	0.2	3
CCCCC(=O)Nc1nc2c(OC)ccc(OC)c2s1	2	2.2	8	4	10	0.8	5	-24	0.7	1.0	13
CNC(=S)NNc1nncc2ccccc12	-1	5.8	12*	0	-3	1.2	-10	-30	2.8	2.0	6
CS(=O)(=O)NN1C(=O)c2ccccc2NC12CCCC2	2	0.7	-3	-7	-11	-0.5	20	8	4.1	-5.0	5
O=C(CCCN1C(=O)/C(=C\c2cccs2)SC1=S)Nc1cc([N+](=O)[O-])ccc1O	1	-2.5	0	-9	1	1.7	-14	10	1.4	-1.4	-1
O=C(CC1C(=O)NCCN1C(=O)Nc1ccccc1)Nc1cccc(Cl)c1 (stereo not drawn)	3	2.4	3	11	2	1.8	-6	-8	1.8	0.4	8
O=C(COc1ccc2ccc(=O)oc2c1)Nc1ccc(CCO)cc1	2	0.9	2	-1	-3	1.1	-8	1	0.0	1.4	-4
Cc1ccc(C(C(=O)NCc2ccccc2)N(C(=O)c2csnn2)c2cccc3ccccc23)o1 (stereo not drawn)	1	2.1	-2	-2	4	-0.8	73	0	-0.7	-1.8	5

Three compounds already listed, sorted by the value under DAGLB inhibitor, rising:
Structure	DAGLB inhibitor	AddAB inh	PKA-R2B act	PKA-R1A activ	Mot1-301 SUMO	phage Ecoli inh	CDK5 p35 inh	Tat export inh
CC(C)(C)CN1CCNC(=O)C1CC(=O)NCCc1cnn(-c2ccccc2)c1 (stereo not drawn)	-1	3.1	2	2	9	3.6	-1.0	-5
Cc1ccc(C(C(=O)NCc2ccccc2)N(C(=O)c2csnn2)c2cccc3ccccc23)o1 (stereo not drawn)	1	2.1	-2	4	73	-0.7	-1.8	5
O=C(COc1ccc2ccc(=O)oc2c1)Nc1ccc(CCO)cc1	2	0.9	-1	-3	-8	0.0	1.4	-4

Continued.
SMILES	DAGLB inhibitor	AddAB inh	HTR5A ag	PKA-R2B act	PKA-R1A activ	Ecoli viability	Mot1-301 SUMO	HTR5A inv ag	phage Ecoli inh	CDK5 p35 inh	Tat export inh
Cc1ccc(/C=C/C(=O)OCC(=O)NC(=O)NCc2ccco2)cc1	-3	2.1	0	3	-7	0.5	1	-2	5.8	-1.2	2
O=C(NC(=S)Nn1cnc2c(cnn2-c2ccccc2)c1=O)c1ccc(Cl)cc1	7	3.2	-2	1	-2	0.6	-10	6	4.0	1.0	7
CC(C)c1ccccc1-n1c(-c2cccnc2)n[nH]c1=S	-2	0.7	-4	7	0	-0.2	x	6	3.4	2.2	-3
COCCSc1nnc(NC(=O)c2ccc([N+](=O)[O-])cc2)s1	4	1.7	1	-11	-6	1.3	-2	16	2.0	-1.3	-10
O=C(NCc1ccncc1)C1CCN(S(=O)(=O)Cc2ccccc2)CC1	-2	1.3	-6	-5	-4	0.4	53	16	-0.3	-1.9	-4
COc1ccc(CCC(=O)Nc2ccc(S(=O)(=O)Nc3nccc(C)n3)cc2)cc1	0	0.1	4	12	10	0.4	-10	-12	1.7	-2.6	3
Cc1ccc(-c2noc(CCC(=O)NCc3ccccc3CN3CCOCC3)n2)cc1	-5	0.6	14*	8	4	0.7	4	15	1.5	-3.9	-8
CN(CC(=O)Nc1ccccc1C(F)(F)F)C(=O)Cc1ccc(S(=O)(=O)N2CCOCC2)s1	0	-0.8	3	7	0	0.2	-6	0	1.8	-0.1	-2
C=C(Cl)COc1cc(C)cc2oc(=O)cc(CC)c12	-4	-0.6	8	-6	-4	-3.0	329*	-4	2.3	-1.5	9
O=C(C[n+]1cccc2ccccc21)c1ccc(Br)cc1	0	-0.3	3	-11	4	0.1	-3	1	0.8	0.8	9
Cc1ccc(CSc2nc3ccccc3c(=O)[nH]2)cc1	-2	0.6	-4	-8	5	-1.3	-1	10	3.3	2.5	4
CCc1ccc(NC(=O)CCC(=O)Nc2nnc(C(F)(F)F)s2)cc1	-2	4.8	-2	1	-1	3.5	3	13	3.5	x	-14
Cc1nc(N2CCN(Cc3ccc4c(c3)OCO4)CC2)c2oc3ccccc3c2n1	-5	x	3	-8	0	x	x	-10	-2.3	-4.1	4
C=CCn1c(SCC(=O)Nc2cc(C)on2)nc2sc(CC)cc2c1=O	1	1.2	1	-5	-2	-2.4	-11	26	0.6	1.0	11
COc1ccc2nc(Nc3nc4cc5c(cc4s3)OCCO5)sc2c1	-2	2.1	-1	0	3	-4.7	-10	-11	-3.7	0.0	-6
CSC1=NCCN1C(=O)c1ccc(S(=O)(=O)N2CCCCC2)cc1	1	1.5	0	1	-3	0.8	2	0	0.1	0.5	-5
Cc1ccc(S(=O)(=O)N2CCOCC2)cc1NC(=O)COC(=O)CCc1c[nH]c2ccccc12	-1	0.2	-2	-2	-9	0.0	0	6	1.6	1.4	-6
CC(=O)Nc1ccc2c(COC(=O)[C@H](C)N3C(=O)C4CCCCC4C3=O)cc(=O)oc2c1 (stereo partly drawn)	1	-0.6	-1	-15	-5	1.3	0	9	-1.9	0.9	-2
O=c1[nH]c2c(n(C3CCCCC3)c1=O)CCC2	3	4.1	-2	-5	6	0.5	-14	20	-0.3	0.4	0
COC(=O)[C@@H]1C[C@@H](C(=O)O)[C@H](C)C1(C)C	0	0.8	-2	2	9	-1.2	14	-24	2.5	1.7	-6
CC(C)(C)SCCNS(=O)(=O)c1ccc2ccccc2c1	-9	2.5	0	-12	-6	0.2	32	-32	1.5	-1.7	-4
CC(C)n1c(-c2cccs2)nc2ccccc21	-3	0.6	-2	0	-4	0.2	1	6	2.7	-0.5	1
COC(=O)c1[nH]c2cc(OC)ccc2c1NC(=O)CCN1CCCCC1	0	1.9	-6	-15	-16	-1.8	223	3	1.0	-0.5	-3
O=C(Nc1ccc(Cl)c(S(=O)(=O)N2CCCCC2)c1)c1ccco1	-2	-0.5	-1	-8	-1	-2.3	-5	6	6.3	-0.3	5
COc1ccc(OC)c(-c2csc(N(Cc3ccco3)C(=O)c3ccco3)n2)c1	-9	1.5	1	2	-8	0.4	3	-2	2.4	-0.3	-8
Cc1ccc(-c2cc(-c3ccccc3)nc(NN)n2)cc1	-9	2.3	-9	0	1	0.0	13	33*	3.4	2.4	-6
CCCc1n[nH]c2c1C(=O)C(C(=O)OC)C(C)(C)C2 (stereo not drawn)	-2	0.7	7	2	11	-2.6	-8	6	0.2	1.8	-7
O=C(NCCc1c[nH]c2ccccc12)C(=O)NCC1OCCN1S(=O)(=O)c1ccc(F)cc1 (stereo not drawn)	2	-1.9	11	-2	-6	1.2	4	-35	0.9	-1.2	-3
COc1ccc(C(=O)Oc2coc(CSc3nnc(NC(=O)c4cccs4)s3)cc2=O)cc1	1	2.9	0	-2	0	0.8	25	2	0.5	2.0	7
COc1cccc(-c2cc(C(=O)Nc3cc(C)on3)no2)c1	-8	-0.1	-1	-3	6	1.1	122	-3	4.0	0.6	3
COC(=O)c1ccc(-n2c(C)cc(C(=O)COC(=O)CNS(=O)(=O)c3ccc(C)cc3)c2C)cc1	2	0.8	8	8	-2	-2.1	2	3	1.8	0.4	10
O=C(NC(=S)Nc1ccc(Br)cc1)C1CCC1	-6	1.6	11	-8	-6	1.8	67	-27	2.1	-0.4	2
O=C(CSc1nnc(-c2cccnc2)n1-c1ccccc1)NCc1ccc2c(c1)OCO2	-2	1.1	2	4	-10	0.6	-11	-6	4.9	-1.0	7
CCCCCc1nnc(NC(=O)Cn2cnc3ccccc3c2=O)s1	-1	4.6	1	0	-3	2.0	-14	-5	2.5	0.9	-1
O=C(NCC(F)(F)F)c1ccc(S(=O)(=O)Nc2ccccc2N2CCCC2)cc1	0	-0.4	-2	2	-11	-0.7	0	7	-0.4	2.2	6
CS(=O)(=O)N1CCN(c2ccccc2NC(=O)C(c2ccccc2)c2ccccc2)CC1	-3	0.4	2	-3	-4	-0.6	-10	-8	-0.7	-0.8	9
COc1ccc(C(=O)NCCNc2nc3ccc(C)cc3cc2C#N)cc1OC	2	1.2	-1	-8	1	-0.8	40	4	1.2	0.1	-9
CCc1cc(N2CCOCC2)cc2c1[nH]c1ccccc12	0	0.3	0	-3	-6	-0.8	8	-12	0.7	0.5	1
Clc1ccc(-c2nnc(-c3ccccc3)c(N3CCSCC3)n2)cc1	-9	1.6	0	-2	6	-0.6	-13	-7	2.2	2.0	6
O=C(c1ccc(Cl)cc1)N1CCCC(C(=O)N2CCc3ccccc3C2)C1 (stereo not drawn)	0	1.5	-4	-3	4	-0.3	7	-40	0.4	-1.2	6
COc1ccccc1NC(=O)COC(=O)C1CC2CCCC(C1)C2=O (stereo not drawn)	2	-4.6	-1	-3	8	-5.3	-4	2	3.5	-0.5	-1
CC(C)CCNC(=O)C(=O)NCC1OCCCN1S(=O)(=O)c1cccs1 (stereo not drawn)	0	-1.6	0	10	-2	-0.6	41	14	1.1	0.7	-3
COc1ccc(C)cc1NC(=O)c1cc(S(=O)(=O)N2CCC3(CC2)OCCO3)ccc1F	-2	1.4	-1	2	-10	-1.4	-10	4	-0.3	-3.2	-1
CCOC(=O)c1[nH]cnc1C(=O)NC(C)C	-1	4.0	1	6	7	1.8	3	12	3.7	-0.7	-3
CC(C)N(C(=O)Cn1c(=O)oc2ccccc21)c1ccccc1	1	2.7	-1	12	10	-0.1	-13	2	1.8	1.0	0
COc1ccccc1NC(=O)c1sc2ncn(CC(=O)Nc3ccccc3)c(=O)c2c1C	-1	1.1	0	-5	-1	-1.8	228	0	-0.7	0.1	-2
Cc1ccc(C2=NOC(C)(c3sc(-c4ccc(Cl)cc4)nc3C)C2)cc1 (stereo not drawn)	-12	4.1	3	-1	-6	-3.1	14	-18	1.4	1.1	-4
O=C(Cc1ccccc1)Nc1ccc(NC(=O)Cc2ccccc2)c(Cl)c1	-2	0.8	0	1	1	0.3	-3	-1	-1.7	0.4	-3
COc1ccc(C(=O)/C=C/C(=O)N(CC(=O)NC2CCCCC2)CC2CCCO2)c(O)c1 (stereo not drawn)	0	1.9	2	3	-4	2.8	-4	-5	2.0	1.2	5
COc1cccc2cc(C(=O)N3CCN(C(=O)c4ccco4)CC3)c(=O)oc12	-3	-0.9	4	-2	-8	-1.2	-3	2	4.1	1.3	7
CSc1ccccc1C(=O)N1CCc2ccccc2C1	0	-0.2	1	6	5	0.0	25	-2	4.1	0.5	-2
C/C(=N\S(=O)(=O)c1ccc(C)cc1)Nc1cc(C(C)C)c(O)cc1C	1	1.7	2	-15	8	-0.7	-3	-6	2.9	0.0	-5
COc1ccc(CN(C)C(c2ccccc2)c2nnnn2-c2ccccc2C)c(OC)c1C (stereo not drawn)	-6	2.7	-1	-15	-4	-2.8	44	1	1.8	-0.4	-5
